Eya2 inh: Eya2 (human) phosphatase inhibition; recombinant Eya2, OMFP fluorescence dephosphorylation (OMFP is methylfluorescein phosphate); Potency, µM (highest dose often 76.9 µM), for the others: at the top dose activity, negative = inhibition, most hits filed as inhibitors; actives 0.006% (n = 330,000); AID 488837; also: potency is read from the fitted curve at half-maximal effect; % is scaled to controls: 0 for no effect and ±100 for the full control effect
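Eya2 (0.2 uM) preincubated 10 min at ambient with compound, then OMFP substrate added at 50 uM; 10 min reaction in 50 mM HEPES pH 7.5, 50 mM NaCl, 5 uM MgCl2, 0.05% BSA, 1 mM DTT. Fluorescence read at Ex 485/Em 525 nm.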
Integrin act MD: activates integrin-mediated alleviation for muscular dystrophy | alpha7betagal myoblasts, beta-gal FDG fluorescence, 48 h | Potency, µM (top dose mostly 38.3 µM), inactives show top-dose activation, usual class: activators | actives 0.064% (n = 350,000);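 also: potency is read from the fitted curve at half-maximal effect; 100% = response of the positive control SU9516; nearly all actives have a fitted effect of over 60% in size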
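alpha7betagal+/- myoblasts (passage 13, 250/well) treated 48 h at 37C with compounds at 1:260 dilution of DMSO stock. Lysed, then beta-galactosidase activity read as FDG fluorescence (ex 480/em 540) after 30 min, with pre-read for autofluorescence.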
PTAP TSG101 blk: blocks PTAP/TSG101 interaction to inhibit HIV-1 budding | Fluorescence polarization, FITC-PTAP peptide / Tsg101 binding | Q99816 | Potency, µM (doses to about 115 µM), for the others: at the top dose activity change, negative = inhibition, hits mostly inhibitors | 340,000 tested, under 10 active; active = well fitted inhibition curve with a large enough effect in the main read-out, with a control signal flat, not every such curve was filed as active; inconclusive = small, poorly fitted or top-dose-only effect, or effect the other way, or a change in a side signal; inactive = no such curve, though single readings can be large or run the other way; also: potency is read from the fitted curve at half-maximal effect; % of control where 0% means no effect
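Fluorescence polarization binding of Tsg101 binding domain (10 uM final) to FITC-labeled PTAP peptide (50 nM final) in HEPES pH 7.5 buffer with NaCl, Tween 20, EDTA, TCEP. Compounds added before peptide; binding 20 min at RT.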
ELG1 genotox: inducers of genotoxicity in HEK293T ELG1-luciferase cells; HEK293T ELG1-luciferase reporter, luminescence, 16 h; Potency, µM (highest dose often 46 µM), for inactives: at the highest dose activity change, positive = activation, hits mostly activators; actives 1.3% (n = 330,000); also: potency is read from the fitted curve at half-maximal effect; % of control where 0% means no effect; nearly all actives have a fitted effect of over 60% in size
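Screening used a luciferase reporter fused to human ELG1 in HEK293T cells. Luminescence was read on a CCD plate imager after 16 hr exposure and 30 min ONE-Glo incubation.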
TRPV1 ag: human TRPV1 agonism | Q8NER1 | TRPV1-expressing cells, Fluo-8 calcium influx, agonist mode | activation, % at 8.33 µM | actives 0.19% (n = 320,000); in the data active = activation above about 80%; inconclusive = between about 30% and that limit; also: 0% is about no effect
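Fluo-8 calcium influx in TRPV1-expressing cells, kinetic read (ex 480/em 520 nm). Compound added and read 3 min for agonist activity, followed by capsaicin at EC20 final and 2 min further read for enhancement.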
uPA generation: blocks generation of uPA at the cell surface; cell surface uPA generation assay, qHTS; Potency, µM (highest dose often 38.3 µM), without a hit: at the highest dose activity change, negative = inhibition, hits mostly inhibitors; actives 0.31% (n = 330,000); AID 540303; active = well fitted inhibition curve with a large enough effect; inconclusive = small, poorly fitted or top-dose-only effect; inactive = no such curve, though single readings can be large or run the other way; tested in mouse RAW 264.7 cells; also: potency is read from the fitted curve at half-maximal effect; % is scaled to controls: 0 for no effect and ±100 for the full control effect; nearly all actives have a fitted effect of over 55% in size
p53 reactivator: re-activators of mutant p53 | H1299 p53-A138V BP100-luciferase reporter, luminescence, 24 h | Potency, µM (highest dose often 92.2 µM), for the others: top-dose activity change, positive = activation, usual class: activators | actives 0.063% (n = 320,000) | AID 504706; also: potency is read from the fitted curve at half-maximal effect; % of control where 0% means no effect; nearly all actives have a fitted effect of over 45% in size
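p53-null H1299 cells stably carrying temperature-sensitive p53-A138V and a BP100-luciferase reporter were pinned with compounds (4-point, 1:5 series) and held 24 hrs at 37 deg C. Luminescence was read 10 min after detection reagent.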
ASM inhibitor: inhibitors of human secretory acid sphingomyelinase | P17405 | placental ASM, HMU-PC fluorogenic substrate, 60 min | Potency, µM (top dose mostly 57.5 µM), inactives show at the top dose activity change, negative = inhibition, most hits filed as inhibitors | actives 0.006% (n = 340,000); also: potency is read from the fitted curve at half-maximal effect
Target sequence (P17405 47-631 limits assumed): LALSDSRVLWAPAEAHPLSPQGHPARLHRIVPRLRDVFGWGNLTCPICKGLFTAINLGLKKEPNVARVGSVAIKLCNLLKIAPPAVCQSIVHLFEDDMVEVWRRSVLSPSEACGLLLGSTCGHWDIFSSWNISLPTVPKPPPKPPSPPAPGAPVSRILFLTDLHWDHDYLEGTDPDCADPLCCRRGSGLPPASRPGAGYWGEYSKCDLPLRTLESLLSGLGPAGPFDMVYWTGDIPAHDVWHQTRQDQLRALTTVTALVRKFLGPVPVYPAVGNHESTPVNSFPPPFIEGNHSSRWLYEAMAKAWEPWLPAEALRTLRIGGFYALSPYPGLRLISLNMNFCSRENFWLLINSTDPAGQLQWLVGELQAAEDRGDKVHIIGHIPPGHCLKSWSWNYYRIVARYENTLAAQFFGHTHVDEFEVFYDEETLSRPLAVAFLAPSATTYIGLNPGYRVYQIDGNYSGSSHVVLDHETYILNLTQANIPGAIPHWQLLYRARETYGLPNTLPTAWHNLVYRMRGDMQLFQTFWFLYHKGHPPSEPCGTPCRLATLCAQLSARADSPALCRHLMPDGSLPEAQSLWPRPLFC
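Fluorescence read-out (Ex 386 nm, Em 447 nm) after stopping the reaction at pH 10. Enzyme: ASM from human placenta; substrate HMU-PC0, 9 uM final; 60 min, 37 °C. Compound preincubation 10 min, ambient temperature.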
B2AR arrestin: agonists driving beta-arrestin recruitment to human beta2-adrenergic receptor; actives 0.02% (n = 330,000); beta-arrestin recruitment to beta2AR, cell-based reporter; AID 492947; P07550; Potency, µM (doses to about 46.1 µM), inactives show at the top dose activation, actives largely listed as activators;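 also: potency is read from the fitted curve at half-maximal effect; 0% = DMSO controls and full agonism = EC100 isoproterenol or metaproterenol; nearly all actives have a fitted effect of over 65% in size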
Target sequence (P07550 whole entry, looked up): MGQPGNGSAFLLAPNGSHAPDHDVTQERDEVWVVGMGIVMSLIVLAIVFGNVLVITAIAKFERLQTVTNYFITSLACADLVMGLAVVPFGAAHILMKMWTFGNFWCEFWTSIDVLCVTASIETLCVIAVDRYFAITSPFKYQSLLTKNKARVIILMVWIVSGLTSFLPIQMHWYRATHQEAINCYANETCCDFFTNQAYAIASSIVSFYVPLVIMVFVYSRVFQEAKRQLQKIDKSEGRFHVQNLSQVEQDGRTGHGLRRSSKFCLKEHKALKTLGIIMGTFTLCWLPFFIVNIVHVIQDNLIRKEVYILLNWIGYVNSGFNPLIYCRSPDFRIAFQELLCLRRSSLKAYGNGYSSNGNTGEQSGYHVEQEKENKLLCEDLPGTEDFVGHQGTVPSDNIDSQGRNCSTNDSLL
USP2a inh: USP2a (human) protease inhibition; actives 0.01% (n = 330,000); Potency, µM (series often up to 38.3 µM), for the others: top-dose activity change, negative = inhibition, actives largely listed as inhibitors; O75604; USP2 core, Ub-CHOP2 coupled fluorogenic reporter, 485/531;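 also: potency is read from the fitted curve at half-maximal effect; plate controls were DMSO wells for no effect and full inhibition by NEM control for full effect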
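Deubiquitinase activity read as fluorescence (485/531 nm) after Ub-CHOP2 cleavage activates the enterokinase reporter on its substrate; USP2 core 10nM, Ub-CHOP2 and substrate 25nM each, 30min compound preincubation then 60min RT; data normalized to NEM, curves fitted.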
BRCA1 expr up: increases BRCA1 expression; MCF7-BRCA1-FFLuc reporter, luminescence, 48 h; response scale: scaled: vehicle 0%, 10 µM genistein 100%; Potency, µM (series often up to 46.1 µM), for the others: top-dose activation, usual class: activators; actives 1.1% (n = 380,000); AID 624202; also: potency is read from the fitted curve at half-maximal effect; nearly all actives have a fitted effect of over 80% in size; some results filed as inactive show a strong effect at the top dose
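Compounds are tested at multiple concentrations on MCF7 BRCA1-luciferase reporter cells seeded at 2000 per well; after 48 h, a single luminescence end-point is taken and curves fitted to the normalized data.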
Numbers without * were called inactive; u = inconclusive; x = no result given; [ ] = remark or other dose. Unless noted, calls follow the shape of the dose curve; as a rule, active = well fitted curve in the direction sought with a large enough effect; inconclusive = small, poorly fitted or top-dose-only effect, or another doubt; inactive = no such curve, though single readings can be large; an effect the other way counts as inactive or inconclusive.

Sequence of screens – Eya2 inh	Integrin act MD	PTAP TSG101 blk	ELG1 genotox	TRPV1 ag	uPA generation	p53 reactivator	ASM inhibitor	B2AR arrestin	USP2a inh	BRCA1 expr up
- COc1ccc(C(=O)N2c3cc4c(cc3C(C)=CC2(C)C)OCO4)cc1
  -23%	8%	-1%	-15%	u	11%	-1%	-1%	-0.3%	-2%	-67%
- CC(=O)NCCc1nc2ccccc2n1CCOc1ccccc1
  -1%	-16%	1%	0%	u	-8%	-3%	3%	-0.5%	2%	-2%
- CC(=O)Nc1ccc(C(=O)COC(=O)c2c(C)noc2C)c(F)c1
  -10%	-11%	2%	0%	3	5%	16%	-3%	-2.2%	-1%	-5%
- Cc1nc(N2CCN(C)CC2)[nH]c(=O)c1Cc1cccc2ccccc12
  -7%	4%	-8%	-8%	0	9%	u	1%	-0.8%	1%	-1%
- O=C(O)CCn1[nH]c(=O)c2ccccc2c1=O
  15%	5%	-5%	0%	0	7%	1%	0%	0.1%	1%	2%
- CCSc1nnc(NC(=O)c2cc(-c3ccc(C)c(C)c3O)n[nH]2)s1
  -2%	-2%	0%	-1%	1	7%	22%	0%	-0.8%	1%	-1%
- CCOc1ccc(NC(=O)Cn2nnc(-c3ccccc3NC(=O)c3cccs3)n2)cc1
  6%	-1%	0%	-4%	-5	0%	0%	-5%	-0.1%	7%	-14%
- O=C(Nc1ccc(Cl)c([N+](=O)[O-])c1)c1ccco1
  -7%	-47%[inhibitor]	-5%	2%	u	u	x	-2%	-0.6%	-4%	30%
- O=C(Nc1ccc(N2CCOCC2)cc1N1CCOCC1)c1ncoc1-c1cccc(F)c1
  -4%	25%	-2%	-10%	8	2%	-4%	u	0.2%	2%	-39%
- O=C(O)c1cc(-c2ccncc2)nc2ccc(F)cc12
  -7%	x	x	-3%	3	x	2%	x	0.0%	3%	x
- Cc1ccc(C)c(Cn2nc(-c3ccccc3)ccc2=O)c1
  -27%	-5%	-4%	-5%	u	0%	-8%	-2%	-1.1%	-7%	-18%
- COc1ccc(OCC(O)CN2CCCCCC2)cc1 (stereo not drawn)
  3%	4%	x	-1%	-5	0%	-3%	0%	-0.2%	3%	5%
- COC(=O)C1C(c2ccc(N(C)C)cc2)C(C(=O)OC)S(=O)(=O)CS1(=O)=O (stereo not drawn)
  -9%	8%	-4%	-1%	0	-1%	1%	4%	-0.2%	3%	-7%
- Cn1c(=O)c2c(nc(NCCc3ccccc3)n2CC(=O)NCCc2ccccc2)n(C)c1=O
  7%	17%	-3%	4%	22	-1%	12%	0%	0.0%	-1%	-29%
- CCOC(=O)c1c(C)c(C(=O)O)n(C)c1C
  23%	-1%	-2%	2%	0	x	-2%	0%	-0.1%	u	27%
- Cc1ccc(CNC(=O)c2cc3ccccc3oc2=O)cc1
  x	-24%	-2%	x	x	9%	x	-4%	x	x	0%
- COc1ccccc1C(=O)NNC(=O)c1ccccc1F
  4%	18%	-1%	u	0	-7%	u	-1%	-0.4%	7%	0%
- C=CCN(C#N)c1nc(OC)nc(N2CCCC2)n1
  -19%	-10%	-5%	-2%	-2	-2%	-9%	-1%	0.4%	2%	0%
- COc1ccc(/C=N/N=C2/C(=O)Nc3ccccc32)cc1O
  -30%	7%	-1%	7%	1	-2%	-4%	-4%	-0.3%	0%	-33%
- COc1ccc(S(=O)(=O)N2CCCC2CNC(=O)C(=O)NCc2cccs2)cc1 (stereo not drawn)
  -7%	-19%	-7%	0%	-7	-2%	3%	-1%	0.1%	2%	-8%
- Cc1nn(CC(=O)Nc2ccc(Cl)cc2)c(=O)c2cc(-c3ccccc3)nn12
  2%	u	-2%	14%	-1	1%	4%	-2%	0.3%	1%	-11%
- C=CCn1c(CCCNC(=O)CCC)nc2ccccc21
  9%	7%	-4%	-3%	8	11%	-11%	-3%	0.2%	0%	-3%
- C[C@H](NC(=O)[C@H]1N2C(=O)c3ccccc3C2SC1(C)C)C(=O)N1CCC[C@H]1C(=O)O (stereo partly drawn)
  -10%	3%	0%	4%	4	-1%	x	-3%	-0.4%	-2%	7%
- C=CCn1c(C)cc(-c2csc(NC(=O)CCc3nc4ccccc4c(=O)[nH]3)n2)c1C
  -32%	-42%	1%	-6%	0	21%	-2%	-7%	-0.1%	0%	-15%
- O=C(NCc1cccnc1)C1CC(=O)N(C2CCCCC2)C1 (stereo not drawn)
  11%	9%	-9%	2%	3	-2%	3%	5%	-0.3%	-1%	1%
- CC(C)CNC(=O)CC(=O)N/N=C/c1cccs1
  -8%	-7%	-1%	5%	0	-5%	0%	6%	-0.1%	2%	-20%
- CN1CCN(c2cc(=O)n(Cc3ccc(F)cc3)c(=O)[nH]2)CC1
  10%	-2%	-3%	-10%	5	7%	-1%	-4%	-0.5%	-1%	-1%
- CCCCN(CC)C(=O)C1CCC(CNS(=O)(=O)c2cccc3nsnc23)CC1 (stereo not drawn)
  -14%	16%	-2%	-6%	-2	-4%	-3%	-2%	0.4%	2%	-28%
- COC1=C/C(=C/c2c(N)n3nc(CC(=O)N4CCCC4)sc3nc2=O)C=CC1=O
  8%	8%	13%	0%	4	-1%	2%	0%	-0.3%	8%	38%
- Nc1cc(-c2ccco2)no1
  -17%	21%	-5%	-1%	-2	3%	9%	1%	-0.1%	2%	13%
- Cc1cc(/C=C2\SC(=S)N(C)C2=O)c(C)n1-c1cccc(O)c1
  13%	13%	-5%	u	-3	-3%	u	-12%	4.4%	1%	21%
- CCC(=O)N1CCN(c2ccccc2NC(=O)Cc2ccccc2)CC1
  3%	-14%	-7%	2%	x	-1%	3%	4%	0.0%	-3%	-15%
- O=C(c1ccc2ccccc2n1)N1CCN(Cc2c(F)cccc2Cl)CC1
  0%	13%	-3%	-8%	1	-1%	-1%	-2%[11.5 µM]	-0.1%	3%	-1%
- COc1ccc(CC(=O)Nc2c3c(nn2C(C)(C)C)CS(=O)C3)cc1 (stereo not drawn)
  19%	11%	-2%	-1%	0	6%	5%	6%	0.0%	2%	43%
- Cc1ccc(NC(=O)CSc2nc3ccccc3nc2N2CCOCC2)c(C)c1
  4%	-10%	2%	-1%	u	7%	6%	20%	-0.4%	0%	-20%
- Cc1ccc(S(=O)(=O)N2CCOCC2)cc1NC(=O)COC(=O)Cc1cccs1
  12%	5%	1%	-12%	-3	14%	3%	x	0.2%	0%	-8%
- Cn1cc(C(=O)Nc2ccc(Cl)c(Cl)c2)cn1
  x	-6%	0%	x	x	2%	x	-3%	x	x	75%
- COc1ccc(NC(=O)NN2CCN(C)CC2)cc1
  17%	-10%	0%	5%	-1	0%	14%	1%	0.2%	1%	13%
- CN1/C(=C/C(=O)c2ccc(Cl)cc2)Sc2cc3c(cc21)OCO3
  1%	5%	12%	u	-2	3%	x	28%	-0.4%	2%	60%
- O=C(Nc1nnc(-c2ccc(Cl)cc2)o1)C1CCCCC1
  3%	-15%	-2%	3%	5	7%	7%	0%	3.6%	4%	-7%
- COc1ccc(NC(=O)c2cc(-c3ccc(C)o3)nc3ccccc23)c(OC)c1
  x	15%	-8%	x	x	u	x	5%	x	x	76%
- COc1cccc(C(=O)NNC(=O)Cc2cccs2)c1
  -2%	4%	0%	-8%	29	0%	1%	-1%	-0.1%	0%	4%
- Cc1ccc(CN(C)C(=O)C2CCC(=O)N(CCc3ccccc3)C2)o1 (stereo not drawn)
  4%	u	-2%	14%	0	1%	x	3%	0.3%	-1%	52%
- Nc1nc(-c2ccccn2)nc(N)c1Cc1ccc(Cl)cc1Cl
  4%	-41%[inhibitor]	0%	3%	1	-13%	u	-2%	0.3%	5%	1%
- CN(c1ccccc1C(=O)N1CCCC1)S(C)(=O)=O
  5%	12%	1%	-3%	2	2%	6%	0%	-0.5%	4%	39%
- Cc1cc(-c2nnc(SCC(=O)Nc3ccc(F)cc3F)n2N)n[nH]1
  6%	0%	-6%	0%	3	3%	6%	-3%	-0.2%	5%	-21%
- COc1ccc(CCNC(=O)CSc2nnnn2-c2ccccc2)cc1
  13%	20%	-5%	0%	1	5%	-7%	1%	0.2%	3%	16%
- Cc1c(NC(=S)NC(=O)c2ccccc2Br)c(=O)n(-c2ccccc2)n1C
  3%	-2%	-3%	0%	-2	-5%	-2%	5%	0.4%	5%	-1%

Rewritten bar-delimited: part of the list above
Structure | Eya2 inh | Integrin act MD | PTAP TSG101 blk | ELG1 genotox | TRPV1 ag | uPA generation | p53 reactivator | ASM inhibitor | B2AR arrestin | USP2a inh | BRCA1 expr up
O=C(c1ccc2ccccc2n1)N1CCN(Cc2c(F)cccc2Cl)CC1 | 0% | 13% | -3% | -8% | 1 | -1% | -1% | -2%[11.5 µM] | -0.1% | 3% | -1%
COc1ccc(CC(=O)Nc2c3c(nn2C(C)(C)C)CS(=O)C3)cc1 (stereo not drawn) | 19% | 11% | -2% | -1% | 0 | 6% | 5% | 6% | 0.0% | 2% | 43%
